# Bioassay records from PubChem BioAssay.
# GSK3B inh: inhibitors of human GSK3beta kinase; GST-GSK3beta kinase, ADP-Glo luminescence, 60 min; active compounds read low; activity score (negative = inhibition), % at 10 µM; 300,000 compounds, 0.038% hits;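 active = more than half of replicate wells score below -50%, meaning over 50% inhibition versus plate controls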;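 also: 0% = median DMSO wells and -100% = median GW8510 positive control wells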
# Target sequence (P49841 whole entry, looked up): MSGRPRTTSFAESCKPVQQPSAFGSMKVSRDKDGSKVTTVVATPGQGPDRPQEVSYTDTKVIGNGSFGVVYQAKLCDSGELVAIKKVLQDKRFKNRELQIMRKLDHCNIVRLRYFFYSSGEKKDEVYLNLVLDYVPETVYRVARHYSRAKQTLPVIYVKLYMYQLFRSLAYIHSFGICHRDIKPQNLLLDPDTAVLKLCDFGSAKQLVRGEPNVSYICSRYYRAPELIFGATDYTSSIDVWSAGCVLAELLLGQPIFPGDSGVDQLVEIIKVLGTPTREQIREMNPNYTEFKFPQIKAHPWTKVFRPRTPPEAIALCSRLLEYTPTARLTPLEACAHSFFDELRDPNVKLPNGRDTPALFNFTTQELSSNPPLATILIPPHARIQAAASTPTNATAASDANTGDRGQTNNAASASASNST
#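 test system = GST-tagged human GSK3beta kinase, cell-free | reagent = 25 µM ATP with peptide substrate | dosing = one dose of 10 µM per compound | schedule = 60 min reaction, RT | detection = luminescent ADP-Glo measurement of ADP formed | control set = DMSO neutral wells and GW8510 at 20 µM as positive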
# Platelet DG rel: platelet dense granule release activity; human platelet-rich plasma, SFLLRN dense granule ATP release, luminescence; inhibition, %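 (compounds screened at 7.5 µM in platelet-rich plasma)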; 300,000 compounds, 0.22% hits;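 active = mean replicate score, as percent of positive control, at or above 50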
# DYRK1A inh: inhibitors of rat Dyrk1A kinase. Q63470. ADP-Glo luminescence, NFATc1 peptide. inhibition, % at 12.5 µM. 310,000 compounds, 0.43% hits. AID 504441; in the data active = inhibition above about 50%;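 also: plate controls were vehicle with enzyme for no effect and no enzyme for full effect; many of its hits are not listed in these tables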
# PolyA inh: yeast polyadenylation inhibition | S. cerevisiae SKY197-pL101 polyadenylation reporter, beta-gal luminescence; efflux-impaired pdr1/pdr3 knockout yeast; score 100 = 6 SD above DMSO | calls only at 12 µM | 300,000 compounds, 0.02% hits;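 active = lowest replicate activity score at least 50, where 100 means six control SD above control mean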;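 also: yeast exposed to compound for 9 h at 30 °C; higher score means more reporter readthrough which indicates perturbed polyadenylation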
# AI-2 QS mod: modulators of Vibrio harveyi AI-2 quorum sensing system; Vibrio harveyi JMH597 AI-2 luminescence/OD600 ratio, 9 h; active compounds read low; strain lacks LuxN and CqsS sensors; 0 = neutral-control median; activity change, % at 7.5 µM; 300,000 compounds, 0.4% hits; in the data active = activity change below about -75%, passing the limit was not always enough;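 also: luminescence divided by OD600 gain over 9 h not by final OD600 alone; inactives centre near 13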
# GSK3A inh: human GSK-3 alpha kinase inhibition; 320,000 compounds, 0.1% hits; P49840; AID 2650; ADP-Glo luminescence, 60 min; inhibition, % at 10 µM;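 in the data active = inhibition above about 50%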;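 also: GST-tagged GSK-3 alpha with peptide substrate and 25 µM ATP; 0% = DMSO neutral wells and 100% = GW8510 positive control wells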
# Target sequence (P49840 whole entry, looked up): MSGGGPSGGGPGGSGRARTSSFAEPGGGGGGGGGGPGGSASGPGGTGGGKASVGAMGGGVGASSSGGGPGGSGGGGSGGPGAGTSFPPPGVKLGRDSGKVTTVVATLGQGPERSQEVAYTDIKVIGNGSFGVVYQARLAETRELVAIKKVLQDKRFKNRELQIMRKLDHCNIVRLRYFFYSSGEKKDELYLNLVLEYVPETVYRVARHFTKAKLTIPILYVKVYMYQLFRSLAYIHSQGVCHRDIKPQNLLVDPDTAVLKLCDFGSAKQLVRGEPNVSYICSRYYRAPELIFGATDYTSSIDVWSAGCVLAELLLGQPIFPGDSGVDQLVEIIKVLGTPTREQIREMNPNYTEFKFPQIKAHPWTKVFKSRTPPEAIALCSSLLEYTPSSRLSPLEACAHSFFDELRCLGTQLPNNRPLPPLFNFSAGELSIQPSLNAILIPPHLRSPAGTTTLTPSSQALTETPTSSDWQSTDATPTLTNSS
# HSF1 inh: HSF1 inhibition; NIH3T3-HGL HSE-luciferase, MG132-induced, luminescence 8 h; active compounds read low; activity change, negative = inhibition, % at 7.5 µM (by protocol); 300,000 compounds, 0.77% hits; AID 2098;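 active = more than half of replicate wells show activity change below -50%, luminescence cut by over half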;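 also: luciferase reports HSF-1 transcriptional activity via heat shock element; 0% = median of DMSO wells and -100% = zero luminescence signal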
# HSP90 inh: HSP90 refolding inhibition in rabbit reticulocyte lysate; luciferase refolding luminescence, 3 h; inhibition, % at 5.6 µM; 290,000 compounds, 0.91% hits;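 active = inhibition above the screen-wide mean plus 3 SD, computed separately per campaign, cut at about 16% in these data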;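 also: 0% = DMSO wells and 100% = 60 µM geldanamycin wells; inhibitors lower the luminescence because luciferase stays unfolded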
# HSF-1 act: increases HSF-1 driven luciferase reporter signal. NIH3T3-HGL HSF-1 luciferase reporter, MG132, 8 h; 100% = twice DMSO control signal. activation, % at 9 µM. 300,000 compounds, 1.7% hits. AID 504408;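 active = mean replicate activation of at least 50% with a set share of replicates each reaching 50%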;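 also: 0% = median of the neutral control wells and 100% = twice that signal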
# HDAC3 inh: blocks human histone deacetylase 3; O15379; 320,000 compounds, 0.15% hits; recombinant HDAC3, fluorogenic peptide/trypsin coupled, fluorescence; inhibition, % at 8.3 µM; AID 2718; in the data active = inhibition above about 26%, passing the limit was not always enough
# * marks the source's active call; other numbers are inactive results; i = inactive; · = no result given. The list is partial. The share of hits here may be higher or lower than overall.
cpd	GSK3B inh	Platelet DG rel	DYRK1A inh	PolyA inh	AI-2 QS mod	GSK3A inh	HSF1 inh	HSP90 inh	HSF-1 act	HDAC3 inh	Molecule
1	2	4	4	i	22	0	10	-2	20	0	CC(=O)NCCC(=O)Nc1cc(S(=O)(=O)Nc2ccc(Cl)cc2)ccc1N1CCCC1
2	1	-8	-1	i	10	-2	-8	-3	1	10	N#Cc1c(-c2ccccc2)cc(-c2ccccc2)nc1SCCC(=O)O
3	1	·	1	i	3	-2	-23	2	-38	5	CC(=O)Nc1ccc(-c2nnn(CC(=O)c3ccccc3)n2)cc1Cl
4	1	1	-3	i	28	0	13	0	-5	-1	Cc1cc(C)c(NC(=O)COC(=O)c2cccc3c2C(=O)c2ccccc2C3=O)c(C)c1
5	1	-7	-7	i	7	1	14	6	9	·	Cc1cccc(OCC(=O)Nc2ccc(N3CCN(C(=O)c4ccccc4)CC3)cc2)c1C
6	-24	-1	-1	i	12	1	-12	-3	-17	3	CCOC(=O)N1CCN(Cc2nc(N)nc(Nc3ccc(OCC)cc3)n2)CC1
7	1	-3	-3	i	13	-2	-20	7	-34	-1	CCNC(=O)C1CC(=O)N(c2ccc(Br)cc2)C1 (centres undefined)
8	-1	·	4	i	9	-1	-1	·	-1	9	COc1ccc(NC(=O)COc2coc(CN3CCc4ccccc43)cc2=O)cc1
9	1	-7	1	i	16	3	4	-2	6	4	O=C(CSc1ccc(-c2ccco2)nn1)Nc1ccccc1F
10	0	-19	·	i	20	3	1	4	-1	-4	COc1cc(S(=O)(=O)NCCN2CCOCC2)ccc1-n1cnnn1

# New compounds follow.
cpd	GSK3B inh	Platelet DG rel	DYRK1A inh	PolyA inh	AI-2 QS mod	GSK3A inh	HSF1 inh	HSP90 inh	HSF-1 act	HDAC3 inh	Molecule
11	4	-1	-5	i	2	-9	2	-2	3	7	COc1ccc(Cl)cc1NC(=O)[C@@]1(CC(=O)O)CC(/C=C/c2ccccc2)=NO1
12	5	2	0	i	-9	-3	1	3	4	12	COc1ccc(C(=O)Nc2cccc(S(C)(=O)=O)c2)cc1OC
13	4	-3	-1	i	15	-5	-4	-3	-3	-4	CCCCCC(=O)Nc1ccc(S(=O)(=O)Nc2cc(OC)nc(OC)n2)cc1
14	1	-1	3	i	-7	-3	18	-1	16	0	C=COCCNC(=O)Nc1ccc(Cl)cc1Cl
15	1	-4	7	i	6	-3	-5	6	-5	1	CCc1ccc(-c2cc(C(F)(F)F)n3nc(C(=O)Nc4cnn(Cc5ccc(C)cc5)c4)cc3n2)s1
16	3	-1	14	i	23	-1	-7	2	-7	-6	O=S(=O)([N-]c1nc2ccccc2nc1-[n+]1ccc(CCCc2ccccc2)cc1)c1cccs1
17	-1	2	·	i	15	-3	-7	-1	-9	3	CCCc1cc(=O)[nH]c(/N=C(/NC(=O)c2ccccc2)Nc2ccc3c(c2)OCCO3)n1
18	-4	-11	-2	i	16	-3	-18	0	-32	4	CCN(CC)S(=O)(=O)c1cccc(NC(=O)c2ccc(-n3nc(C)cc3C)cc2)c1
19	-4	-4	-5	i	14	-1	6	1	-1	2	Cc1ccccc1CSCC(=O)c1c(N)n(C)c(=O)n(C)c1=O
20	-1	-5	1	i	35	·	-12	-2	-12	-11	Cc1ccc(NC(=O)CS(=O)CC(=O)NCCCN(C)c2ccccc2)cc1 (centres undefined)

# (listing goes on)
cpd	GSK3B inh	Platelet DG rel	DYRK1A inh	PolyA inh	AI-2 QS mod	GSK3A inh	HSF1 inh	HSP90 inh	HSF-1 act	HDAC3 inh	Molecule
21	1	0	-6	i	24	-2	-1	3	-4	0	CCc1ccc(CNC(=O)CCCn2nc(C)n3ccnc3c2=O)cc1
22	3	-11	0	·	12	1	6	-3	10	-13	CN(C)CCn1nnc2c(=O)oc3ccccc3c21
23	1	10	7	i	6	1	-2	12	-5	3	CC(C)[C@H](NC(=O)c1ccco1)C(=O)OCC(=O)N(C)c1ccccc1
24	2	0	-2	i	-5	-3	2	1	-1	-5	Cc1cc(=O)[nH]c(SC(C)C(=O)Nc2cccc3ccccc23)n1 (centres undefined)
25	0	-4	6	i	16	-2	-2	-4	1	-1	NCCc1nnc(SCC(=O)Nc2ccc(Br)cc2)o1
26	0	9	10	i	11	1	15	0	23	9	C/C(=N\Nc1ccccn1)c1ccc2c(c1)OCO2
27	0	-2	3	i	9	-2	-4	-2	6	2	CC1CN(c2cc3nccnc3cc2F)CC(C)O1 (centres undefined)
28	-10	7	-3	i	-3	1	-5	4	-6	7	O=C(Cn1nc(C(=O)O)c2ccccc2c1=O)Nc1cccc(Br)c1
29	-1	0	12	i	14	0	7	-2	6	0	CCCCc1ccc(Nc2ncnc3nc[nH]c23)cc1
30	3	4	-2	i	19	1	-7	3	-5	-1	COc1ccc(Nc2nc(NN)nc(C)c2[N+](=O)[O-])cc1

# The list continues.
cpd	GSK3B inh	Platelet DG rel	DYRK1A inh	PolyA inh	AI-2 QS mod	GSK3A inh	HSF1 inh	HSP90 inh	HSF-1 act	HDAC3 inh	Molecule
31	-1	6	3	i	26	-6	-5	0	11	-7	CCCCCCCCSc1nnc2[nH]c(=O)cc(N)n12
32	2	2	-6	i	20	-3	0	6	22	11	Cc1ccc(S(=O)(=O)N(C)c2cc(S(=O)(=O)N3CCC(C)CC3)c(C)cc2C)cc1
33	1	-3	-9	i	16	-6	8	6	5	1	O=C(C1=C[C@H](c2ccccc2)C[C@H](OCc2ccc(CO)cc2)O1)N1CCN(Cc2ccc3c(c2)OCO3)CC1
34	0	-7	1	i	4	1	1	2	9	-10	Cc1ccccc1OCC(O)Cn1c(Br)nc2c1c(=O)n(C)c(=O)n2C (centres undefined)
35	-1	-3	-3	i	20	0	-1	-1	16	6	Cc1ncc([N+](=O)[O-])n1CCOC(=O)NC(NCc1cccnc1)C(Cl)(Cl)Cl (centres undefined)
36	-2	-5	-6	i	19	-1	0	-1	-1	-3	CCCOc1ccc(OCCN2CCCC(C)C2)cc1 (centres undefined)
37	1	7	2	i	4	-1	-1	0	2	2	CC(=O)Nc1ccc(CN2CCCC(CCC(=O)NCc3ccccc3F)C2)cc1 (centres undefined)
38	-3	-5	-2	i	26	2	-6	2	2	1	COC(=O)C1C(=O)C2=C(CC1C)NC(=O)CC2c1ccccc1 (centres undefined)
39	2	-4	·	i	31	-3	-9	·	-15	2	CCOC(=O)c1c(NC(=O)COC(=O)CCCOc2ccc(OC)cc2)sc(C(=O)NC)c1C
40	1	0	2	i	15	-3	-9	-3	-2	-1	O=C(O)c1ccc2c(c1)nnn2C1CCCCC1

# The list goes on:
cpd	GSK3B inh	Platelet DG rel	DYRK1A inh	PolyA inh	AI-2 QS mod	GSK3A inh	HSF1 inh	HSP90 inh	HSF-1 act	HDAC3 inh	Molecule
41	-1	-22	0	i	7	-2	4	3	31	-9	CCCS(=O)(=O)c1nc(S(=O)(=O)c2ccc(C)cc2)c(N2CCCC2)s1
42	-3	10	2	i	25	3	5	-1	36	-6	COC(=O)c1c(/N=C/N(C)C)sc2c1CCN(c1ncc(C(F)(F)F)cc1Cl)C2
43	0	-7	-1	i	15	-2	-7	1	-2	·	CCOc1ccccc1NC(=O)C(NCCN(C)C)c1ccccc1 (centres undefined)
44	3	3	·	i	22	·	-9	-1	0	0	COCCCNc1ccc([N+](=O)[O-])cc1C(=O)Nc1cccc(C)n1
45	0	-5	·	i	32	0	-6	-3	-3	2	O=C(CSc1nnc(COc2cccc3cccnc23)o1)N1CCCC1
46	1	15	-2	i	14	-1	54	42*	99*	6	[O-]/[N+](=C\c1ccco1)c1ccc(Cl)cc1
47	-4	12	1	i	14	0	-6	-3	1	1	C/C(=N\OC(=O)c1ccc(Br)cc1)c1ccccn1
48	4	5	1	i	26	-3	-1	1	-4	6	NC(=S)Nc1ccc(Cl)cc1Cl
49	4	-7	3	i	3	0	0	-3	2	1	Cc1c([N+](=O)[O-])c([N+](=O)[O-])nn1CC(=O)N1CCOCC1
50	0	-2	-6	i	4	-2	8	1	-4	2	Cc1ccc(S(=O)(=O)N(CC2CO2)c2cc(Cl)ccc2Cl)cc1 (centres undefined)

# (further entries)
cpd	GSK3B inh	Platelet DG rel	DYRK1A inh	PolyA inh	AI-2 QS mod	GSK3A inh	HSF1 inh	HSP90 inh	HSF-1 act	HDAC3 inh	Molecule
51	0	3	·	i	27	-3	-3	2	6	-1	COc1ccc(-c2nn(C)c(=O)c3ccccc23)cc1CNC(=O)CN1CCOCC1
52	1	-1	3	i	22	-2	-9	-3	12	1	O=C(Cn1nc(C(F)(F)F)c2c1CCCC2)NC1CCCC1
53	-1	2	-60	i	3	0	-6	-1	9	-4	Cc1ccc(CC(=O)NC2CCSC2=O)cc1 (centres undefined)
54	4	-1	0	i	2	0	-29	0	-24	9	CCc1ccc(NC(=S)Nc2cc(C(=O)O)ccc2N2CC3CC(C2)c2cccc(=O)n2C3)cc1 (centres undefined)
55	3	-6	6	i	0	-3	17	3	11	1	O=C(Nc1ccccc1)c1ccc(Br)o1
56	-2	-5	-1	i	22	-3	-7	0	-4	-3	NNC(=O)CCN1CCCCC1
57	1	-2	-8	i	-31	-2	-9	4	-12	·	CSc1cccc(NC(=S)N2CCCN(Cc3ccc(F)cc3)C2)c1
58	0	5	·	i	18	4	1	-1	-13	2	Cc1ccc(-n2c([S-])c(C(=O)Nc3ccc(OC(F)F)cc3)[n+]3ccc(C(=O)NCCO)cc23)cc1C

# By substructure: the entries above with a Cl atom (nine)
cpd	GSK3B inh	Platelet DG rel	DYRK1A inh	PolyA inh	AI-2 QS mod	GSK3A inh	HSF1 inh	HSP90 inh	HSF-1 act	HDAC3 inh	Molecule
1	2	4	4	i	22	0	10	-2	20	0	CC(=O)NCCC(=O)Nc1cc(S(=O)(=O)Nc2ccc(Cl)cc2)ccc1N1CCCC1
3	1	·	1	i	3	-2	-23	2	-38	5	CC(=O)Nc1ccc(-c2nnn(CC(=O)c3ccccc3)n2)cc1Cl
11	4	-1	-5	i	2	-9	2	-2	3	7	COc1ccc(Cl)cc1NC(=O)[C@@]1(CC(=O)O)CC(/C=C/c2ccccc2)=NO1
14	1	-1	3	i	-7	-3	18	-1	16	0	C=COCCNC(=O)Nc1ccc(Cl)cc1Cl
35	-1	-3	-3	i	20	0	-1	-1	16	6	Cc1ncc([N+](=O)[O-])n1CCOC(=O)NC(NCc1cccnc1)C(Cl)(Cl)Cl (centres undefined)
42	-3	10	2	i	25	3	5	-1	36	-6	COC(=O)c1c(/N=C/N(C)C)sc2c1CCN(c1ncc(C(F)(F)F)cc1Cl)C2
46	1	15	-2	i	14	-1	54	42*	99*	6	[O-]/[N+](=C\c1ccco1)c1ccc(Cl)cc1
48	4	5	1	i	26	-3	-1	1	-4	6	NC(=S)Nc1ccc(Cl)cc1Cl
50	0	-2	-6	i	4	-2	8	1	-4	2	Cc1ccc(S(=O)(=O)N(CC2CO2)c2cc(Cl)ccc2Cl)cc1 (centres undefined)
